Screens deposited in PubChem BioAssay by several laboratories.
BoNT F protease: inhibitors of Botulinum neurotoxin F light chain protease; Multiplex microsphere protease cleavage assay, flow cytometry; 360,000 tested, 0.22% active; AID 588497; inhibition, % at 10 µM; in the data active means inhibition above about 35%, passing the limit was not always enough; inconclusive means no clear call, values can overlap the other calls; further: plate controls were buffer without enzyme for full effect and enzyme alone for no effect
BoNT-A LC inh2: BoNT A light chain protease inhibition; multiplex microsphere protease substrate cleavage, flow cytometry; inhibition, % at 10 µM; 360,000 tested, 0.17% active; AID 588499; further: plate controls were buffer without enzyme for full effect and enzyme alone for no effect
CCHFV vOTU inh: blocks the CCHF virus ovarian tumor domain protease. CCHFV vOTU protease, Pep-AMC fluorescence. inhibition, % at 11.5 µM. 370,000 tested, 0.55% active. AID 651958; in the data active means inhibition above about 30%; further: 0% = vehicle wells with enzyme and 100% = no enzyme wells
Rv3671c inh: inhibits the M. tuberculosis serine protease Rv3671c | P9WHR9 | 320,000 tested, 0.048% active | inhibition, % at 5.96 µM; in the data active means inhibition above about 38%;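 further: extracellular domain of Rv3671c used as enzyme; 0% = enzyme with DMSO and 100% = no enzyme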
SARS 3CLpro inh: SARS-CoV 3CLpro protease inhibition; 290,000 tested, 0.14% active; inhibition, % at 6 µM; recombinant SARS-CoV 3CLpro, quenched FRET peptide cleavage; P0C6X7; in the data active means inhibition above about 12%
SSB-PriA inh: K. pneumoniae PriA-SSBct interaction inhibition; AlphaScreen SSBct-PriA binding, biotinylated peptide; inhibition, % at 33 µM; 430,000 tested, 0.6% active; AID 1272365; in the data active means inhibition mostly above about 37%, no sharp cut-off; inactive means mostly below about 20%;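 further: plate controls were negative control peptide for no effect and reference peptide for full effect; strong numbers were not always called active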
VHR inh abs: inhibitors of human VHR1 phosphatase (DUSP3); P51452; recombinant VHR phosphatase, pNPP absorbance; inhibition, % at 13.3 µM; 290,000 tested, 0.52% active; in the data active means inhibition above about 50%; further: some compounds called inactive have numbers as strong as hits
Target sequence (P51452 whole entry, looked up): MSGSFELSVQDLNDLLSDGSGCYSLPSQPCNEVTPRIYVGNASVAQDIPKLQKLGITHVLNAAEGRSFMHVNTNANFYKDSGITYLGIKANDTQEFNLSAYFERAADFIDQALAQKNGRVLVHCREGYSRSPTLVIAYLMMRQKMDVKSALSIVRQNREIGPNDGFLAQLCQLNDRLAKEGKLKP
PrPC TRFRET: reduces human prion protein on the cell surface. P04156. cell surface PrPC, TR-FRET read-out. inhibition, % at 13.8 µM. 370,000 tested, 0.43% active. AID 720596; in the data active means inhibition above about 24%; further: 0% = median of the test wells and 100% = reference compound wells
Anthrax LF prot: blocks Bacillus anthracis lethal factor protease; 360,000 tested, 0.12% active; inhibition, % at 10 µM; AID 588501; multiplex microsphere protease cleavage assay, LF; further: plate controls were buffer without enzyme for full effect and enzyme alone for no effect
Target sequence (P15917 whole entry, looked up): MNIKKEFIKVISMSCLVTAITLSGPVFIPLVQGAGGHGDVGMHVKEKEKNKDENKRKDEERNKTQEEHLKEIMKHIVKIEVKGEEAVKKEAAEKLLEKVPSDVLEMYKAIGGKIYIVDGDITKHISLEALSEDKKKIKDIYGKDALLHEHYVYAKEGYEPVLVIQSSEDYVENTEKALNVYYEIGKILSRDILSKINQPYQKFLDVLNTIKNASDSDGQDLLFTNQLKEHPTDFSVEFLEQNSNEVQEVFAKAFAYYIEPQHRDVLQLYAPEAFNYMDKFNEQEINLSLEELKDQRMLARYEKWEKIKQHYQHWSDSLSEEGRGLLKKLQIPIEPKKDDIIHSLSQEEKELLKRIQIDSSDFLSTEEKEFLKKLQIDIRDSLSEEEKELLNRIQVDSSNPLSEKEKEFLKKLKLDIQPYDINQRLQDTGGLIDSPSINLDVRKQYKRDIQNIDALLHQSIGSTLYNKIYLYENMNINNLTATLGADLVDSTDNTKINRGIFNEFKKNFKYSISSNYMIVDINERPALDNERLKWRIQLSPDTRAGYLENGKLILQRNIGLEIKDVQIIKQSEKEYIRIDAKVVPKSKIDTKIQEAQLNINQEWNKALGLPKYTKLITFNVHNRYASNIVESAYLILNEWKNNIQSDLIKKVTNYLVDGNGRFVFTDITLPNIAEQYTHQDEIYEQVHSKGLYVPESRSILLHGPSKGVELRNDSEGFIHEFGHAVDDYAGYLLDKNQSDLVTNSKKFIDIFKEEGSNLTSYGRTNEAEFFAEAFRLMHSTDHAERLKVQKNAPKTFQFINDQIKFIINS
MazEF act: MazEF (E. coli) toxin RNase activation. FAM/BHQ RNA-DNA oligo cleavage fluorescence, 5 h. activation, % at 20 µM. 350,000 tested, 0.32% active. AID 504720; in the data active means activation above about 50%
Target sequence (P0AE70 whole entry, looked up): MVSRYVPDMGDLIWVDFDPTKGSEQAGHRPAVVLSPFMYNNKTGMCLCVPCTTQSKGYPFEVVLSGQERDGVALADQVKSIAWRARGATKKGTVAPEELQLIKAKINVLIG
An asterisk follows results filed as active; u = inconclusive; x = not tested or not shown; & = joins results of further samples. Unless noted, no stated cut-off is given here; in the data, active means inhibition above about 30%; inconclusive means no clear call, values can overlap the other calls; inactive means below that.

SMILES	BoNT F protease	BoNT-A LC inh2	CCHFV vOTU inh	Rv3671c inh	SARS 3CLpro inh	SSB-PriA inh	VHR inh abs	PrPC TRFRET	Anthrax LF prot	MazEF act
O=[N+]([O-])c1cccnc1N1CCN(Cc2ccc3c(c2)OCO3)CC1	u	-3.2	-9	-14	-1	18	-8	-18	19	-6
O=C1C(=O)N(CCCN2CCOCC2)C(c2ccc(Cl)cc2)/C1=C(/O)c1ccc(F)cc1 (centres undefined)	-8	-2.9	5	x	5	x	9	1	-8	-2
CC(=O)O[C@@H]1[C@H](Oc2c(O)c(C)c3c4c2[C@H](C)CC[C@H]4[C@H](C)C[C@@H]3C=C(C)C)O[C@@H](C)[C@@H](O)[C@H]1O	2	-0.1	10	x	x	x	x	1	-2	x
CC(CN1CCCC1)OC(=O)COc1ccccc1 (centres undefined)	-12	1.1	4	6	3	-8	-10	-2	1	-4
O=Cc1c(Nc2ccccc2Cl)nc2ccccn2c1=O	u	-3.2	-9	2	-6	11	18	-1	0	16
CCOC(=O)C(NC(=O)NCc1ccc(OC)cc1)(OCC)C(F)(F)F (centres undefined)	1	-0.2	1	6	6	-6	0	2	0	3
COc1cc(/C=N/N2CCOCC2)ccc1OCc1ccccc1	7	1.7	-2	7	-3	x	10	12	-2	-12
CC(C)[C@H](NC(=O)c1ccccc1)C(=O)OCC(=O)NCCc1ccc(F)cc1	12	0.8	8	-4	2	8	6	5	-3	3
Cc1c(C(=O)Nc2ccccc2)sc2nc[nH]c(=O)c12	-2	0.1	2	-14	8	4	-4	-2	0	1
O=C(CSc1nc2ccccc2n1CC(=O)N1CCOCC1)N1CCCC1	1	-0.6	11	-6	1	-5	-1	-3	14	16

Pulled by structure from the entries so far:
SMILES	BoNT F protease	BoNT-A LC inh2	CCHFV vOTU inh	Rv3671c inh	SARS 3CLpro inh	SSB-PriA inh	VHR inh abs	PrPC TRFRET	Anthrax LF prot	MazEF act
COc1cc(/C=N/N2CCOCC2)ccc1OCc1ccccc1	7	1.7	-2	7	-3	x	10	12	-2	-12
O=[N+]([O-])c1cccnc1N1CCN(Cc2ccc3c(c2)OCO3)CC1	u	-3.2	-9	-14	-1	18	-8	-18	19	-6

(more compounds)
SMILES	BoNT F protease	BoNT-A LC inh2	CCHFV vOTU inh	Rv3671c inh	SARS 3CLpro inh	SSB-PriA inh	VHR inh abs	PrPC TRFRET	Anthrax LF prot	MazEF act
CC(C)CC(=O)Nc1ccc(-c2cn3ccsc3n2)cc1	-19	0.1	-6	11	-6	-15	11	13	-1	3
CCCCC(=O)Nc1ccc(C(=O)NNC(=S)NC(=O)c2cccs2)cc1	-13	-1.7	-12	1	4	-9	9	1	-2	-12
Cc1cccc(NC(=S)NC2CCCC2)c1	4	-0.9	5	-3	6	-17	-8	3	-2	6
C=CCn1c(SCC(=O)N2CC(=O)Nc3ccccc32)nc2scc(-c3ccccc3)c2c1=O	10	0.0	12	-9	-3	-21	7	10	-2	-5
CC(=O)NS(=O)(=O)c1ccc(NC(=O)c2cccc3ccccc23)cc1	17	-5.0	-9	-9	x	-1	x	-3	-5	2
Cc1ccc(S(=O)(=O)N2CCN(S(=O)(=O)c3ccccc3)C2)cc1	4	2.6	-15	x	5	3	23	5	-5	0
CCOc1cccc(C(=O)N(Cc2ccc(F)cc2)C2CCS(=O)(=O)C2)c1 (centres undefined)	-2	u	x	7	-1	4	1	x	0	12
CN(CC(=O)Nc1cccc(F)c1)CC(=O)Nc1cccc(S(=O)(=O)N2CCCCCC2)c1	-4	-0.7	17	-9	5	-6	25	8	-4	2
O=[N+]([O-])c1cc(-c2cccnc2)n[nH]1	-2	0.3	-16	x	x	-7	x	-3	6	5
C[C@H]1CN([C@@H](C)CO)C(=O)CCCn2cc(nn2)CO[C@@H]1CN(C)C(=O)Cc1ccccc1	-5	0.0	-5	x	x	x	x	-3	1	0
CCOC(=O)c1cc(CC)sc1NC(=O)CN1C(=O)C(=O)N(CC(C)C)C1=O	-8	-5.6	-2	-10	x	-9	x	-3	-2	2
CN(c1ccccc1C(=O)Nc1ccc(S(=O)(=O)N2CCOCC2)cc1)S(=O)(=O)c1ccccc1	-9	-0.5	0	-9	2	-15	0	-1	-1	2
Cc1cccc(Cn2c(Cc3ccccc3)nc3ccccc32)c1	4	0.5	-2	-4	1	-18	-24	4	-1	-14
COc1ccccc1N(C1=NCCCS1)S(=O)(=O)c1ccc(C(C)(C)C)cc1	0	-1.2	-10	12	3	4	31	5	-2	7
N#Cc1ccccc1NC(=O)CN1CCN(c2ccccn2)CC1	-9	-2.3	-2	-3	-2	3	x	4	-1	9
Cc1cccc(NC(=O)COC(=O)CSc2ccccc2)c1C	-10	-0.5	-12	-7	x	-4	x	-2	-7	-2
COc1ccc(/C=C/C(=O)c2ccc(OC)cc2O)cc1	-3	-0.3	8	-8	-1	-20	0	5	-13	-6
COc1ccccc1C(=O)N/N=C/C(C)=C/c1ccccc1	-19	-5.9	-2	5	0	x	-8	-4	-16	2
Cc1ccc2ccc(C(Nc3cccc(C(F)(F)F)c3)c3cccnc3)c(O)c2n1 (centres undefined)	-4	0.1	11	12	3	3&-1	10	2	-5	-1
COCCN1C[C@@H](CO)O[C@@H](n2cnc3c(NCC(C)C)ncnc32)C1	-3	0.1	5	x	x	x	x	-5	4	x
Cc1ccc(C(=O)NC(=S)Nc2ccccc2C)cc1	-5	-0.5	14	5	1	0	-15	6	-10	30
COc1ccc(NC(=O)Nc2ccc(OC)cc2)cc1	4	0.9	1	0	-3	-8	24	10	6	6
Cc1nn(C)c(C)c1NC(=O)CCl	-10	-1.2	-5	-5	-1	-7	10	-1	-5	-1
COc1ccc(CC(C)NS(=O)(=O)c2ccc3c(c2)CCN3S(C)(=O)=O)cc1OC (centres undefined)	3	1.1	4	-1	3	2	-14	6	-1	-13
Cc1cc2[nH]c(=O)c(=O)[nH]c2cc1S(=O)(=O)Nc1ccccc1F	-2	-0.3	1	7	7	-4	2	-4	1	2
O=C(CCN1CCCC1=O)NC1CCCc2c1cnn2-c1ccccc1F (centres undefined)	3	0.6	3	-2	-1	-16	7	3	-5	-31
O=C(COC(=O)CCN1C(=O)c2ccccc2C1=O)Nc1ccccc1[N+](=O)[O-]	2	-0.3	-6	0	x	-1	x	1	4	3
O=C(Cn1cc([N+](=O)[O-])cn1)N1CCN(c2ccccc2)CC1	x	x	-1	-3	2	-20	-4	-5	x	-12
CCn1nc(NC(=O)Cc2ccc(OC)cc2)c2cc3cccc(C)c3nc21	26	-5.1	-15	-5	2	-5	21	0	18	9
CSc1cccc(NC(=O)OC2CCCCCCCCCCC2)c1	u	1.0	2	-7	4	-1	16	5	2	-4
CCCn1c(C2CCCN2c2nc(C)cs2)nc2cc(Cl)c(Cl)cc21 (centres undefined)	-12	0.2	1	-6	-9	0	36	11	13	2
C#CCNC(=O)C1=C[C@@H](C(C)(C)C)C[C@@H](OCc2ccc(CO)cc2)O1	-6	-0.6	5	-4	-5	-2	30	3	-7	4
COc1ccc(NC(=O)CN2CCN(CC(=O)Nc3ccc4c(c3)OCO4)CC2)cc1	-2	-0.1	2	-5	3	-11	-14	-10	-7	-2
CSc1ccc(/C=C/C(=O)c2ccc(NC(=O)C(C)C)cc2)cc1	-11	1.6	11	-51	7	13	21	5	-4	-5
CC[C@@H](C(=O)[C@@H](C)[C@@H](O)[C@H](C)CCc1ccc(C)c(O)c1C(=O)O)[C@H]1O[C@](CC)([C@H]2CC[C@](O)(CC)[C@H](C)O2)C[C@@H]1C	2	0.3	19	1	7	2	29	75*	-3	-6
COc1cc(NC(=O)c2cc3ccccc3o2)c(OC)cc1Cl	17	1.5	4	-2	-5	-4	44	-3	1	0
Cc1cc(C)c(C#N)c(SC(C(=O)NC(C)(C)C)c2ccccc2)n1 (centres undefined)	8	-0.3	-5	-5	3	-4	22	-2	6	8
COc1ccc(CCNC(=O)c2ccc(OCC(=O)N3CCOCC3)c(OC)c2)cc1OC	-1	-3.3	-8	-7	3	-23	24	4	-3	-10
O=S(=O)(c1ccc(NC(=S)NN=C2CCCCC2)cc1)N1CCOCC1	-4	-1.3	6	9	2	3	30	2	-5	2
O=C(Nc1ccc(N2CCCCC2)cc1)c1ccccc1	-51	-1.5	-14	6	-9	5	4	-6	-16	3
COc1ccc(N2CCN(S(=O)(=O)CCNC(=O)COc3ccccc3C)CC2)cc1	11	2.5	1	-2	x	10	x	2	-6	-3
Cc1occc1-c1nnc(-c2cc([N+](=O)[O-])cc([N+](=O)[O-])c2)o1	3	-0.2	1	-10	-2	6	15	-31	-1	1
O=C(Nc1nc2ccc(Cl)cc2s1)c1ccc(N2CCCCC2)c([N+](=O)[O-])c1	-3	-0.8	14	-1	1	4	3	1	-1	8
CC(=O)C1=C(C)NC(=S)NC1c1cccc([N+](=O)[O-])c1 (centres undefined)	-5	-0.4	-6	-2	4	-2	20	-11	-3	2
CN1CCN(C(=O)c2cc3c(c(-c4cccc(-c5cccnc5)c4)n2)[C@H](CCO)N(C(=O)CC2CC2)C3)CC1	10	-0.4	-11	x	x	x	x	3	-4	x
CCCC(=O)Nc1nc(C)c(-c2csc(Nc3ccccc3C)n2)s1	-12	3.1	7	-17	2	15	17	-6	6	5
O=C(Nc1ccc(N2CCCC2)cc1)c1ccc(Br)o1	-95	0.3	1	-6	-4	16	-8	0	-34	2
COC(=O)c1ccc(OCC(O)CN(CCO)CC(O)Cn2ccc3ccccc32)cc1 (centres undefined)	0	-0.8	4	2	-2	-1	7	7	0	-7
NC(=O)CC(NC(=O)c1ccccc1)c1ccc(N2CCC(N3CCCC3)CC2)c([N+](=O)[O-])c1 (centres undefined)	-10	0.0	2	-11	-5	-23	13	-15	1	7
Cn1cc(S(=O)(=O)N2CCCC2)cc1C(=O)Nc1cccc(C(F)(F)F)c1	0	-1.3	1	-1	11	-10	4	7	-2	1

Remaining list, next part
SMILES	BoNT F protease	BoNT-A LC inh2	CCHFV vOTU inh	Rv3671c inh	SARS 3CLpro inh	SSB-PriA inh	VHR inh abs	PrPC TRFRET	Anthrax LF prot	MazEF act
CCSc1nnc(NC(=O)CCN2C(=O)C3CCCCC3C2=O)s1 (centres undefined)	3	4.6	-6	0	x	-4	x	-1	3	3
CCN(CC)C(=O)Cn1cc(S(=O)(=O)CC(=O)Nc2ccc(C(N)=O)cc2)c2ccccc21	3	-1.5	6	-2	1	-6	44	-4	1	0
O=C(NC(Cc1c[nH]c2ccccc12)C(=O)N1CCOCC1)c1cccs1 (centres undefined)	-5	1.5	-8	-1	4	-11	5	0	-4	4
N#Cc1ccc(-c2ccc(F)cc2)nc1Sc1ccc(F)cc1	-4	-0.5	-1	-14	1	-2	3	-1	-7	-24
S=C(NC1CCCCC1)N1CCN(Cc2ccccc2)CC1	-4	0.1	2	2	-2	-3	-12	-3	-1	-4
Cc1cc2nc(C(C)(C)C)c(Cc3cccc(Cl)c3)n2c(C)c1Br	8	0.3	8	x	x	x	x	-8	5	x
CN1C[C@@H](CO)O[C@@H](n2cnc3c(N4CCN(CCO)CC4)ncnc32)C1	-3	-0.6	19	x	x	x	x	4	2	x
COC(=O)COc1cccc2c(=O)n(CC(=O)NCCc3ccccc3)ccc12	-1	-0.3	-4	6	-2	3	-11	-4	-12	8
Cc1[nH]c2ccccc2c1C(=O)CNc1nccs1	-7	-0.3	10	9	3	-13	-11	2	-4	3
Cc1nnc(N(C)C(=O)c2ccncc2)s1	3	0.1	3	6	-3	-2	26	-6	-6	7
COc1ccc(CN2C(=O)c3ccccc3C2=O)cc1C(=O)Nc1ccc(C)cc1C	-8	-0.4	-2	-2	0	-4	3	-5	-1	-1
COc1ccccc1OCc1nnc(SCC(=O)NCc2ccco2)n1Cc1ccco1	4	3.3	-2	0	3	-1	38	-2	-2	12
COc1ccc(CC(NC(C)=O)C(=O)NC2CCN(c3c4c(nc5ncnn35)CCC4)CC2)cc1 (centres undefined)	u	0.1	9	-1	0	-7	7	-4	3	5
COc1ccc(S(=O)(=O)N2CCN(C(=O)[C@@H]3CCC(=O)N3C3OC(=O)c4ccccc43)CC2)cc1 (some centres undefined)	5	0.6	2	-1	1	-12	7	2	-2	6

Only part of the results is shown, so the mix of outcomes need not match the whole.
